Bioassay records from PubChem BioAssay.
STK33 inh = inhibitors of purified STK33 kinase, primary screen, biochemical, ADP-Glo luminescence, homogeneous, cell-free; MBP phosphorylation; inhibition, % at 10 µM; 320,000 tested, 0.073% active; AID 2661, 2010;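 active = inhibition at or above 25%, using the most active replicate where run in duplicate; inactive = inhibition below 25%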
Target sequence (Q9BYT3 whole entry, looked up): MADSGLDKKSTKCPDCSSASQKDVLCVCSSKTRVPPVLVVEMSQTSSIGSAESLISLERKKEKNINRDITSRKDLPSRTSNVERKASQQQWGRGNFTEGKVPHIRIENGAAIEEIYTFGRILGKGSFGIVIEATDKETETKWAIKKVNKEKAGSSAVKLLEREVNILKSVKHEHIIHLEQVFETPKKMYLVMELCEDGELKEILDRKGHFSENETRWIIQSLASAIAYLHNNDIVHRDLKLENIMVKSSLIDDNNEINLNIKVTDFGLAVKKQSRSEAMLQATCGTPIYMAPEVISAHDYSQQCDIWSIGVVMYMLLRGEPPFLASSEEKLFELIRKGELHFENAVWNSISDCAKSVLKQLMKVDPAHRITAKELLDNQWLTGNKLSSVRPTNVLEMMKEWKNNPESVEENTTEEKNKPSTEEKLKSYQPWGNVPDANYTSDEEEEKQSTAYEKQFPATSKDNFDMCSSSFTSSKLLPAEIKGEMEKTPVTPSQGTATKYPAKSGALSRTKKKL
Kir21 inh = inhibitors of mouse Kir2.1 inward-rectifier potassium channel | AID 1672, 2009 | B-score at 10 µM | Inward rectifier potassium channel 2 (Mus musculus), P35561 | HEK293-Kir2.1, FluxOR thallium flux fluorescence; active compounds read low | 310,000 tested, 0.85% active;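 active = fluorescence ratio B-score at or below minus 3 SD of library scores, with starting-brightness B-score within 2 SD, cut at about -4.2 in these data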;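 also: channel flux triggered by added potassium and thallium sulfate stimulus; B-score of peak minus minimum fluorescence over baseline after thallium stimulus; more negative B-score means stronger Kir2.1 block with less thallium influx; some compounds called inactive have numbers as strong as hits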
Target sequence (P35561 whole entry, looked up): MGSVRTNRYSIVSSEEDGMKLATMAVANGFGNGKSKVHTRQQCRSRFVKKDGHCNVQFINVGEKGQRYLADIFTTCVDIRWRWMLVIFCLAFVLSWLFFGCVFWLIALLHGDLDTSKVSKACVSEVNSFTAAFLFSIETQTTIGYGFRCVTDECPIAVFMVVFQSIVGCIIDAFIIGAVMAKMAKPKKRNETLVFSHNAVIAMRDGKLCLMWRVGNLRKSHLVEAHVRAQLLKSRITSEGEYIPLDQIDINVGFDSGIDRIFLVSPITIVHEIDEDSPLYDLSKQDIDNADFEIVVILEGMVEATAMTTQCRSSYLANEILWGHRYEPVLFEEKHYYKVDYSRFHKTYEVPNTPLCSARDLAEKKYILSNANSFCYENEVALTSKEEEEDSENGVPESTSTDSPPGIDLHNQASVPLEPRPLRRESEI
An asterisk follows results filed as active.

The first 4 records as a preview:
Screening CCOc1ccc(NC(=O)Nc2cc(-c3ccccc3)sc2C(=O)OC)cc1 returned STK33 inh -1.0 and Kir21 inh 0.48.
Screening Cc1ccc2c(c1C)NC(C(=O)O)C1CC=CC21 (stereo not given) returned STK33 inh -0.4 and Kir21 inh 0.55.
COc1ccc(C(C)=O)cc1CSc1nc2nc(C)cc(C)n2n1 was read as STK33 inh -2.7 and Kir21 inh -0.34.
Screening O=C(NCc1ccco1)c1ccc(Cl)c(S(=O)(=O)N2CCCC2)c1 returned STK33 inh -1.1.

The listing, from the start:
Screening CCOc1ccc(NC(=O)Nc2cc(-c3ccccc3)sc2C(=O)OC)cc1 returned STK33 inh -1.0 and Kir21 inh 0.48.
Screening Cc1ccc2c(c1C)NC(C(=O)O)C1CC=CC21 (stereo not given) returned STK33 inh -0.4 and Kir21 inh 0.55.
COc1ccc(C(C)=O)cc1CSc1nc2nc(C)cc(C)n2n1 was read as STK33 inh -2.7 and Kir21 inh -0.34.
Screening O=C(NCc1ccco1)c1ccc(Cl)c(S(=O)(=O)N2CCCC2)c1 returned STK33 inh -1.1.
Screening CCN(CC)CCn1c(/N=C/c2cc(Br)ccc2O)nc2ccccc21 returned STK33 inh -1.6 and Kir21 inh 1.01.
For C/C=C(\C)C(=O)OC1c2c(ccc3ccc(=O)oc23)OC(C)(C)C1OC(C)=O (stereo not given) the results were STK33 inh -0.4 and Kir21 inh -1.22.
`COc1ccc(S(=O)(=O)c2ccc(OC)c(OC)c2)cc1OC` gave STK33 inh -2.3 and Kir21 inh -0.03.
Screening Cc1cccc(C(=O)NNC(=S)NC(=O)c2cccs2)c1 returned STK33 inh -0.8 and Kir21 inh 0.93.
For CCOc1ccc(N(CC(=O)NCCSc2ccccn2)S(=O)(=O)c2ccc(Cl)cc2)cc1 the results were STK33 inh -2.0 and Kir21 inh 1.84.
Screening Cc1ccc(Nc2nc(N)nc(CSc3ncccn3)n2)cc1 returned STK33 inh 1.5 and Kir21 inh 0.16.
`CC(=O)C1=NN(c2ccccc2)C2(S1)S/C(=C\c1ccccc1)C(=O)N2c1ccccc1` (stereo not given) gave STK33 inh -2.9 and Kir21 inh -0.43.
For CN(C)S(=O)(=O)c1cccc(NC(=O)CSc2nc3c(cc2C#N)C(=O)CC(C)(C)C3)c1 the results were STK33 inh -0.9 and Kir21 inh -0.03.
Screening CC1CCN(S(=O)(=O)c2ccc3c(c2)CCN3C(=O)C2CCC2)CC1 returned STK33 inh -1.4 and Kir21 inh -0.07.
Screening N#C/C(=C1/CCCCCN1)c1nc2ccccc2[nH]1 returned STK33 inh 0.0 and Kir21 inh -0.07.
`Cc1cc(SCc2ccc(Cl)c(Cl)c2)nc(=O)[nH]1` gave STK33 inh -0.8 and Kir21 inh -0.58.
`CCN(Cc1ccccc1)C(=O)c1cc(S(=O)(=O)N2CCOCC2)ccc1N1CCCC1` gave STK33 inh 0.3 and Kir21 inh -0.22.
CC1=C(/C=N/Nc2ccc([N+](=O)[O-])cc2[N+](=O)[O-])C(C)(C)CCC1 was read as STK33 inh -1.2 and Kir21 inh 1.61.
For C=CCN(CC=C)C(=O)C1CC(=O)N(c2ccc(Br)cc2)C1 (stereo not given) the results were STK33 inh -0.1 and Kir21 inh 1.52.
For NC(=O)C1CC(=O)N(c2ccc(OCc3ccc(Cl)cc3)cc2)C1 (stereo not given) the results were STK33 inh 1.3 and Kir21 inh -0.71.
CCCCCCC(O)(c1ccccc1)C(CN1CCOCC1)c1ccccc1 (stereo not given) was read as STK33 inh -1.1 and Kir21 inh -0.27.
Cc1nnc(SCc2nnc(-c3cccs3)o2)s1 was read as STK33 inh 2.2 and Kir21 inh 0.85.
`COc1ccccc1C(CNC(=O)c1oc2ccccc2c1C)N1CCCC1` (stereo not given) gave STK33 inh -1.2.
For Cc1cc(=O)n(C)c(=O)n1CCCCCCN1CCCC1 the results were STK33 inh 1.4 and Kir21 inh 0.22.
`COc1cc2c(cc1OC)C(c1cc(Br)ccc1F)N(C(=O)CCl)CC2` (stereo not given) gave STK33 inh 0.4 and Kir21 inh 1.79.
For COc1ccc(NC(=S)Nc2ccccc2Cl)cn1 the results were STK33 inh 0.8 and Kir21 inh 1.58.
For COc1cc(N(C)C)c([N+](=O)[O-])cc1C(=O)NC(C)CNc1ccc([N+](=O)[O-])cc1Cl (stereo not given) the results were STK33 inh -0.7 and Kir21 inh -1.03.
COc1ccc(N2CCC(N3CCN(C)C(CCO)C3)CC2)cc1 (stereo not given) was read as STK33 inh -1.1 and Kir21 inh -0.01.
Screening COc1ccc(S(=O)(=O)Nc2ccc(S(=O)(=O)N3CCCCC3)cc2)cc1C returned Kir21 inh -0.53.
`Clc1ccc(Nc2ccc(NCc3ccccc3)nn2)cc1` gave STK33 inh -1.9 and Kir21 inh -5.46*.
For Cc1ccc(NC(=O)C(C)Sc2nnc(C)n2CC2CCCO2)cc1 (stereo not given) the results were Kir21 inh 0.25.
For CC1CCCC(C)N1CCCNC(=O)c1ccc2c(c1)NC(=O)c1ccccc1S2 (stereo not given) the results were STK33 inh -1.5 and Kir21 inh -1.21.
Screening Cc1ccc(S(=O)(=O)/N=C(/NC(=S)Nc2c(C)n(C)n(-c3ccccc3)c2=O)c2ccccc2)cc1 returned STK33 inh -0.6 and Kir21 inh 0.92.
For Fc1cc(Cl)ccc1NC(=S)NCCN1CCOCC1 the results were STK33 inh 1.5 and Kir21 inh 0.89.
Screening O=C(Nc1cc(C(=O)N2CCN(c3ccccc3)CC2)ccc1Cl)c1cccs1 returned STK33 inh -0.5.
For Cc1csc(NC(=O)CSc2ccc3nnc(CCNS(=O)(=O)c4ccccc4)n3n2)n1 the results were STK33 inh 8.3 and Kir21 inh 0.02.
For Cn1c(COc2ccccc2)nnc1SCC(=O)NNC(=O)C1CCCCC1 the results were STK33 inh -0.7 and Kir21 inh 1.1.
For CC(C)C(=O)N(Cc1cc2ccccc2[nH]c1=O)C(C)C the results were STK33 inh 1.1 and Kir21 inh 1.45.
`CN1C(=O)N(CC(=O)Nc2nccs2)C(=O)C12CCCCC2` gave STK33 inh -0.3.
`O=C(NCc1ccc(F)cc1)c1ccc(CS(=O)(=O)Cc2ccc(F)cc2)o1` gave STK33 inh -0.4 and Kir21 inh -1.33.
`CCCNC(=O)CCc1nnc2ccc(N3CCC(C)CC3)nn12` gave STK33 inh -2.0 and Kir21 inh 0.02.

Gathered by group: those above with fluorine.
`COc1cc2c(cc1OC)C(c1cc(Br)ccc1F)N(C(=O)CCl)CC2` (stereo not given) gave STK33 inh 0.4 and Kir21 inh 1.79.
For Fc1cc(Cl)ccc1NC(=S)NCCN1CCOCC1 the results were STK33 inh 1.5 and Kir21 inh 0.89.
`O=C(NCc1ccc(F)cc1)c1ccc(CS(=O)(=O)Cc2ccc(F)cc2)o1` gave STK33 inh -0.4 and Kir21 inh -1.33.

(continued)
CCOC(=O)c1cc[nH]c1C was read as STK33 inh -1.0 and Kir21 inh -1.06.
O=C(COc1ccc([N+](=O)[O-])cc1)NCc1ccncc1 was read as STK33 inh -0.4 and Kir21 inh -0.03.
Screening CCCCCCn1nc(C(=O)N(CCOC)c2c(N)n(CCCC)c(=O)[nH]c2=O)c2ccccc2c1=O returned STK33 inh 0.1 and Kir21 inh 0.88.
CC(C)Nc1nc(Cl)nc(NC2CCCCC2)n1 was read as STK33 inh -1.0 and Kir21 inh 0.38.
C/C(=N\NS(=O)(=O)c1ccccc1)c1cccc(NC(=O)c2cccc(Cl)c2)c1 was read as STK33 inh 1.0 and Kir21 inh 2.54.
For O=C(COC(=O)/C=C/c1ccccc1[N+](=O)[O-])Nc1ccc(S(=O)(=O)N2CCOCC2)cc1 the results were STK33 inh -1.8.
CC(=O)Nc1ccc(NS(=O)(=O)c2ccc(-c3cnc(C4CC4)o3)cc2)cc1 was read as Kir21 inh 1.45.
`Cc1cccc2nc(C(=O)Nc3cc(Cl)ccc3-n3cncn3)cn12` gave STK33 inh 0.0.
For O=C(NCc1ccco1)[C@@H]1CCCN1C(=O)c1cccs1 the results were STK33 inh -0.6 and Kir21 inh -0.71.
`COc1ccc(Cl)c2sc(N3CCN(C(C)=O)CC3)nc12` gave STK33 inh 0.8 and Kir21 inh 0.73.
`COc1cccc(N2CC(NS(=O)(=O)c3cccs3)CC2=O)c1` (stereo not given) gave STK33 inh -0.3 and Kir21 inh 0.09.
Screening O=C(c1cc(COc2c(F)cccc2F)on1)N(Cc1ccccc1)CC1CC1 returned STK33 inh -0.2 and Kir21 inh 0.13.
CCOc1ccc(C2C(C#N)=C(N)Oc3nc[nH]c(=O)c32)cc1OC (stereo not given) was read as STK33 inh -0.1 and Kir21 inh -0.84.
`CSc1ccc(C=O)cc1` gave STK33 inh 0.4.
`CCOc1ccc(S(=O)(=O)N2CCN=C2c2ccccc2)cc1` gave STK33 inh 0.6 and Kir21 inh -2.15.
For Cc1ccc2cccc(Oc3ncnc4sc(C)c(C)c34)c2n1 the results were STK33 inh 0.4 and Kir21 inh -2.02.
`COc1cc(NC(=O)c2ccc3c(c2)OCO3)ccc1NC(=O)C(C)C` gave STK33 inh 0.2 and Kir21 inh -1.52.
O=C(COC(=O)[C@@H]1CC(O)CN1S(=O)(=O)c1ccc2c(c1)OCCO2)Nc1ccccc1F (stereo not given in full) was read as STK33 inh -0.7 and Kir21 inh 0.01.
Screening COc1ccc(NC(=O)CN(c2ccc(OC)c(Cl)c2)S(=O)(=O)c2ccccc2)c(OC)c1 returned STK33 inh -0.8 and Kir21 inh -0.25.
`O=C(OCc1ccc(Cl)c(Cl)c1)c1ccc[nH]1` gave STK33 inh 0.5 and Kir21 inh 0.06.
For O=C(Nc1ccc(Br)cc1Cl)Nn1cnnc1 the results were STK33 inh -0.9 and Kir21 inh -1.34.
`N#CCSc1nnc(COc2ccccc2)n1-c1ccccc1` gave STK33 inh -0.1 and Kir21 inh -0.06.
`COC(=O)c1ccc(/C=C/C(=O)OCC(=O)NCc2cccs2)cc1` gave STK33 inh -1.3.
For c1ccc(-c2onc(-c3ccco3)c2-c2ccc3c(c2)OCO3)cc1 the results were STK33 inh -0.7 and Kir21 inh -0.34.
Screening O=C(Cc1nnc(NC(=O)c2ccccc2)s1)N/N=C/c1ccc(O)cc1 returned STK33 inh -1.5 and Kir21 inh -0.36.
`COc1ccc(OC)c(-n2c(SCC(=O)Nc3cccc(S(N)(=O)=O)c3)nc3ccccc3c2=O)c1` gave STK33 inh -2.0 and Kir21 inh -0.85.
Screening CN(C(=O)C1CCCO1)c1nnc(-c2ccccn2)s1 (stereo not given) returned STK33 inh -1.8 and Kir21 inh -1.26.
`COc1ccc(NS(=O)(=O)c2ccc(C)cc2)c([N+](=O)[O-])c1` gave STK33 inh -1.8 and Kir21 inh 0.98.
For CCC(C)[C@H](NC(=O)N1CC(=O)Nc2ccccc21)C(=O)N[C@@H](C(=O)O)c1ccccc1 (stereo not given in full) the results were STK33 inh 0.1 and Kir21 inh 2.03.
For COc1ccc(N2CC(C(=O)N[C@@H](C)C(=O)NCc3ccccc3OC)CC2=O)cc1 (stereo not given in full) the results were STK33 inh -0.9 and Kir21 inh 0.
CCC(CC)C(=O)Nc1cccc(C(=O)N2CCOCC2)c1 was read as STK33 inh -1.7 and Kir21 inh 1.79.
Cc1occc(=O)c1OC(=O)Nc1ccccc1 was read as STK33 inh 0.1 and Kir21 inh -0.63.
For CN(C)CCCNC(=O)CC(c1ccccc1)c1ccccc1O (stereo not given) the results were STK33 inh -0.3 and Kir21 inh -0.12.
`CCCN(CCO)Cc1ccc(F)c(Br)c1` gave STK33 inh -2.0 and Kir21 inh 1.42.
CCOC(=O)c1cnc2cc(F)c(F)cc2c1N1CCN(C)CC1 was read as STK33 inh -0.3 and Kir21 inh 0.94.
`O=C(NNC(=O)C1CCCO1)c1ccc(F)cc1` (stereo not given) gave STK33 inh -2.7 and Kir21 inh -0.07.
Screening CCC(=O)Nc1cc(NC(=O)CSc2nnc(C(C)C)n2CC)ccc1C returned STK33 inh -1.5 and Kir21 inh -0.63.
For COc1ccc(NC(=S)N(Cc2ccc(Cl)cc2)Cc2ccc(C(=O)O)cc2)cc1Cl the results were STK33 inh -2.4 and Kir21 inh 2.15.
COc1cc(/C=C2\N=C3CCCCCN3C2=O)ccc1O was read as STK33 inh 0.2 and Kir21 inh -0.96.
Screening O=C1c2ccccc2-n2c1nc1ccccc1c2=O returned STK33 inh -0.8 and Kir21 inh 1.44.
`OCC[C@@H]1C[C@H](O)[C@@H](O)[C@]2(CCCCO2)O1` gave STK33 inh -1.2 and Kir21 inh 0.22.
For Cc1cccc(NCc2ccc(N(C)C)cc2)n1 the results were STK33 inh -0.8 and Kir21 inh 1.09.
CCOC(=O)c1c(C2CC2)csc1NC(=O)COC(=O)c1ccc[n+]([O-])c1 was read as STK33 inh -0.5 and Kir21 inh 0.75.
CN(C(=O)COC(=O)c1ccc(Br)o1)c1c(N)n(Cc2ccccc2)c(=O)[nH]c1=O was read as STK33 inh -1.7 and Kir21 inh 0.07.
`COc1cc(CCC(=O)OCC(=O)Nc2ccc(F)c(F)c2)cc(OC)c1OC` gave STK33 inh 0.6 and Kir21 inh -1.94.
Cc1cc(C)c(COCc2cc(/C=N/O)c(C)cc2C)cc1/C=N/O was read as STK33 inh -0.9 and Kir21 inh -1.06.
`Cc1nnc(NC(=O)C2CCCO2)s1` (stereo not given) gave STK33 inh 0.4 and Kir21 inh -0.5.
`COc1ccc(-c2csc3ncnc(N4CCN(c5cccc(Cl)c5)CC4)c23)cc1` gave STK33 inh -1.2 and Kir21 inh 0.27.
Screening O=C1CCCN1C(=O)COc1ccccc1[N+](=O)[O-] returned STK33 inh -0.8 and Kir21 inh 1.71.
